Compound activity as filed in PubChem.
TTR transcr act: TTR transcription activation, primary screen | SH-SY5Y TTR promoter Gaussia luciferase, luminescence; 100% = recombinant luciferase protein wells | activation, % at 16.7 µM | actives 1.3% (n = 92,000);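 active = activation above the mean of all tested compounds plus 3 SD, cut at about 9.5% in these data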;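 also: cells exposed to compounds for one day before reading; 0% = median of all test compound wells on the plate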
Numbers without * were called inactive.

SMILES | TTR transcr act
COc1ccc(NC(=O)CCC(=O)c2ccc(C(C)C)cc2)cc1 | 1.3
CCOC(=O)CCc1c(C)nc(SCC(=O)O)c(C#N)c1C | -0.4
Cc1cccc([C@@H]2[C@@H]3C(=O)N(Cc4ccccc4)C(=O)[C@@H]3[C@]3(Cc4ccc(Cl)cc4)C(=O)N(c4cccc(Cl)c4)C(=O)N23)c1 | 1.8
CC(C)c1ccc(NC(=O)C2CC3CCC2C3)cc1 (stereo not drawn) | 2.6
O=C(Nc1cccc(S(=O)(=O)C(F)F)c1)c1ccc(S(=O)(=O)N2CCOCC2)cc1 | -2.3
Cc1ccc(S(=O)(=O)N2CCN(CC(=O)Nc3ccnn3C3CCCC3)CC2)cc1 | 1.7
O=C(CCl)NC(=O)NC12CC3CC(CC(C3)C1)C2 | -1.2
CCCCNc1c(-c2ccc(SC(C)CC)c(OC)c2)nc2ccc(C)cn12 (stereo not drawn) | -11.7
O=C(c1ccccc1)C1CC=CCC1C(=O)c1ccccc1 (stereo not drawn) | -0.1
NC(=S)n1[nH]c(-c2ccc([N+](=O)[O-])cc2)c(N=Nc2ccc(O)cc2)c1=O | -3.5
Cc1ccc(N=C2c3ccccc3C(=O)C2[N+](=O)[O-])cc1C (stereo not drawn) | -0.3
CC1=C(C(=O)N(C(C)C)C(C)C)CC(CC(=O)NCCCN(C)C)C(=O)N1CCCN1CCCC1=O (stereo not drawn) | 1.4
Cc1cc(C(=O)NCCc2ccccc2)ccc1[N+](=O)[O-] | 5.3
Cc1ccc(C)c(NS(=O)(=O)c2cc(C(=O)NCc3ccccn3)ccc2Cl)c1 | -0.2
COc1ccc2cc(Br)ccc2c1CC(=O)NCCCN1CCOCC1 | 2.6
O=C(N/C(=C\c1ccc(Br)cc1)C(=O)N1CCOCC1)c1ccc(Br)o1 | -2.2
CCCCn1c(=O)c(CCC(=O)OCC(=O)NC(=O)NCCOC)nc2ccccc21 | 0.8
COc1ccc(CCNC(=O)c2csc3c2CCCC3)cc1 | -1.1
COc1ccc(-n2ccnc2SCC(=O)NCc2ccc(F)cc2)c(OC)c1 | -0.4
C[C@H](CO)N1C[C@H](C)[C@H](CN(C)C(=O)C2CC2)OCc2cnnn2CCCC1=O | 1.4
COP(=O)(OC)c1nc(-c2cccc3ccccc23)oc1N1CCOCC1 | -0.5
COc1ccc(-c2cc(Nc3ccccc3NC(=O)C(F)(F)F)n(CCC#N)n2)cc1 | 0.7
Cc1ccc(F)cc1NC(=O)C1CC(=O)N(Cc2ccccc2)C1 (stereo not drawn) | -0.3
CCOC(=O)c1ccccc1NC(=O)c1c(O)c2ccccc2n(CC)c1=O | -2.7
CC(C)C[C@@H]1CN=C(N)N1C[C@@H]1CCCN1C[C@@H](C(C)C)N1C[C@@H](Cc2ccccc2)N(CCCC2CCCC2)C1=N | 1.1
CC(C)C(=O)NN1c2ccccc2CCc2ccccc21 | 1.7
Nc1ncnc(Nc2cccc(Cl)c2Cl)n1 | 1.3
CC(N)C(=O)NC(C(=O)NC(C)C(=O)Nc1cccc2ccccc12)C(C)C (stereo not drawn) | -1.4
O=C(Nc1nnc(-c2cccs2)o1)c1cccc(C(F)(F)F)c1 | -1.7
O=C(O)c1ccccc1 | 4.3
Cc1cc(CNC[C@H]2O[C@@H](n3cnc(C(N)=O)n3)[C@H](O)[C@@H]2O)c(C)n1-c1cccnc1 | -0.3
CC(C)c1ccc(NC(=O)C2Cc3c(-c4cccc(C(N)=O)c4)ccnc3O2)cc1 (stereo not drawn) | 3.5
N#Cc1cnn(-c2ccccc2)c1NC(=O)CN1CCN(c2ccccc2)CC1 | 2.3
Cc1ccc(OCCCCNC2CCCCC2)c(C)c1 | -0.4
O=C(NCCN1CCOCC1)c1cc(=O)[nH]c2ccc(Br)cc12 | -2.5
c1ccc(-c2nnc(-c3ccccn3)nn2)nc1 | 10.3*
COc1ccc(/C=C/C(=O)NC(C)(C)C)cc1S(=O)(=O)N1CCOCC1 | 3.1
COc1ccc(CNC(=O)c2cc(S(=O)(=O)N3CCCCC3)ccc2Cl)cc1OC | -2.7
O=C(CC(=O)c1ccccc1)Nc1cccc([N+](=O)[O-])c1 | 2.3
COc1ccc(C(=O)NC(C)CCCC(C)(C)O)cc1OC1CCN(C(C)=O)CC1 (stereo not drawn) | 3.3
COc1cc2c(cc1OC)C(c1ccccc1O)N(C1CC(=O)N(c3ccccc3)C1=O)CC2 (stereo not drawn) | 1.0
COc1ccc(-c2cnnn2-c2ccc(NC(=O)/C=C/c3ccc(OC)c(OC)c3)cc2)cc1 | -2.7
COc1cc(C)c(S(=O)(=O)n2nnc3ccccc32)cc1C | 1.4
Cc1sc2ncn(CC(=O)NCc3ccccc3)c(=O)c2c1C | -1.7
COc1ccc(-n2c(SC)nc(O)cc2=O)cc1 | 0.7
C[C@H](NC(=O)c1[nH]cnc1C(=O)Nc1ccc(Cl)cc1)c1ccccc1 | -4.8
O=C(/C=C/c1ccccc1Cl)Nc1ccc(-c2nnc3n2CCCCC3)cc1 | 0.5
COc1ccccc1CN(C)C(=O)c1sccc1-c1ccccc1 | 1.3
CCCCn1nnnc1C(c1ccccc1)N1CCCN(Cc2ccc(F)cc2)CC1 (stereo not drawn) | 2.5
COc1cccc(OC)c1C(=O)N1CCN(Cc2ccccc2C)CC1 | -2.0
O=C(NNC(=S)NCc1ccc(Cl)cc1)c1ccc(Br)o1 | 1.2
CCC(C)[C@H](NC(=O)NCCCOC(C)C)C(=O)OC (stereo partly drawn) | -0.1
CC(=O)Oc1ccccc1C1OC(=O)c2ccccc2N1C(C)=O (stereo not drawn) | -1.8
CCC(=O)Nc1ccc(NCc2cccs2)cc1 | 0.2
CC1(C)CC(NC(=O)COc2cc3oc(=O)c4c(c3cc2Cl)CCC4)CC(C)(C)N1 | 0.7
COc1cccc(NC(=O)N2C3CCCC2CC(NC(C)=O)C3)c1 (stereo not drawn) | -0.8
CC1C(=O)N2CCCc3cc(NS(C)(=O)=O)cc1c32 (stereo not drawn) | 0.4
O=C1CSc2ccc(C(=O)O)cc2N1 | -0.6
CN(C)c1ccc(/C=N/N2CCN(c3ccccn3)CC2)cc1 | -1.1
CCOc1ccc(C(F)(F)F)cc1NC(=O)COc1ccc(C(F)(F)F)cc1[N+](=O)[O-] | -0.4
Going on with the list.
SMILES | TTR transcr act
CSCCC(NS(=O)(=O)c1ccc(Cl)cc1)C(=O)OCC(=O)N1CCCc2ccccc21 (stereo not drawn) | -0.9
COC(=O)C1=C(C)N(Cc2ccc(OC)cc2)C(=O)/C1=C\c1ccco1 | 1.8
COc1ccc(C(=O)Cn2nc(CNc3ccc(Br)cc3)[n+]3c2CCCCC3)cc1 | 1.1
CN(C)CCCn1c(=O)n(Cc2ccco2)c(=O)c2c3c(sc21)CCCCC3 | 2.8
Nc1cc2c(cc1Cl)N(Cc1ccccc1)C(=O)CO2 | -0.8
Cc1ccc(S(=O)(=O)N2C[C@@H]3[C@H]4CC[C@H](C4)[C@@H]3[C@@H](C)[C@@H]2c2ccn(Cc3ccccc3)c2)cc1 | -1.3
Nc1cccc2cc(S(=O)(=O)O)ccc12 | -0.8
CCCCOCCCNC(=O)C[C@H]1C[C@@]2(C(=O)OC)C(=C[C@H](C(C)C)O[C@@H]2C2CC2)N(Cc2ccc(Cl)cc2Cl)C1=O | -0.4
Cc1cc(C)cc(N(C(C)C(=O)N2CCCCC2)S(C)(=O)=O)c1 (stereo not drawn) | 4.5
CC(C)(C)NC(=S)NC1CC1 | -2.3
COc1ccc(CN(C)C(=O)CNC(=O)c2ccc3ccccc3c2)c(OC)c1 | -0.7
CCCSc1nc2c(cnn2-c2ccccc2)c(=O)[nH]1 | 1.3
CN(Cc1nc2ccccc2n1C)S(=O)(=O)c1ccc(Cl)cc1 | 2.4
OC(CN1CCC(Cc2ccccc2)CC1)c1ccccc1 (stereo not drawn) | -0.1
CCOC(=O)c1nnn(-c2ccc([N+](=O)[O-])cc2[N+](=O)[O-])c1C | -0.1
CC(C)(C)OC(=O)CNC(=O)c1[nH]cnc1C(=O)NC(c1ccccc1)c1ccccc1 | -5.2
CCN(CC)C(=O)OCc1c(-c2ccccc2)ncc2ccccc12 | -1.5
c1ccc(-n2ncc3c(NC4CCCCCC4)ncnc32)cc1 | 0.1
CSc1ccccc1OCc1cc(C(=O)NCC(C)(C)N2CCOCC2)no1 | 3.4
O=C(O)CCCCCNC(=O)C(=O)C1C(=O)Nc2ccccc21 (stereo not drawn) | -0.8

Random excerpt: seven entries already listed
SMILES | TTR transcr act
CN(C)CCCn1c(=O)n(Cc2ccco2)c(=O)c2c3c(sc21)CCCCC3 | 2.8
COc1ccc(C(=O)Cn2nc(CNc3ccc(Br)cc3)[n+]3c2CCCCC3)cc1 | 1.1
CSCCC(NS(=O)(=O)c1ccc(Cl)cc1)C(=O)OCC(=O)N1CCCc2ccccc21 (stereo not drawn) | -0.9
CSc1ccccc1OCc1cc(C(=O)NCC(C)(C)N2CCOCC2)no1 | 3.4
Cc1cc(C)cc(N(C(C)C(=O)N2CCCCC2)S(C)(=O)=O)c1 (stereo not drawn) | 4.5
CCN(CC)C(=O)OCc1c(-c2ccccc2)ncc2ccccc12 | -1.5
CC(C)(C)NC(=S)NC1CC1 | -2.3

The listing picks up with the three entries that preceded the break.
SMILES | TTR transcr act
c1ccc(-n2ncc3c(NC4CCCCCC4)ncnc32)cc1 | 0.1
CSc1ccccc1OCc1cc(C(=O)NCC(C)(C)N2CCOCC2)no1 | 3.4
O=C(O)CCCCCNC(=O)C(=O)C1C(=O)Nc2ccccc21 (stereo not drawn) | -0.8
CN(Cc1ccc(Cl)cc1)C(c1cc2ccccc2o1)c1nnnn1C(C)(C)C (stereo not drawn) | -1.6
C/C(=N\NC(=O)C(=O)Nc1c(C)n(C)n(-c2ccccc2)c1=O)c1ccncc1 | 0.0
C#Cc1ccc(C(=O)Nc2cc(C(N)=O)ccc2N2CCOCC2)cc1 | -1.6
O=C(COC(=O)CNC(=O)C1CCCCC1)Nc1ccc(F)c([N+](=O)[O-])c1 | -1.4
CC(=O)c1cc(-c2cccc([N+](=O)[O-])c2)c(=O)n2c1CCC2 | 3.3
C/C(=N\O)c1ncc(C(F)(F)F)cc1Cl | -0.5
Cc1cc(N(C)C)ccc1N=Nc1ccc2ncccc2c1 | -1.3
COc1cc(NC(=S)NCCCN2CCOCC2)c(OC)cc1Cl | 0.0
Cc1nc2ccccc2c2c1C(=O)N(c1cccc(C(=O)O)c1)C2=O | 1.6
Cc1ccc(S(=O)(=O)Nc2ccc3c(c2)CC(=O)N([C@H](C)CO)C[C@H](C)[C@H](CN(C)Cc2ccc4c(c2)OCO4)O3)cc1 | -1.2
CCOC(=O)c1c(CC(C)C)csc1NC(=O)COC(=O)c1cc(OC)c(OC)cc1[N+](=O)[O-] | -1.6
S=c1[nH]ncn1NCc1cccc(Br)c1 | -1.1
COc1ccc(C)cc1NC(=O)c1ccccc1NS(=O)(=O)c1ccc(Cl)s1 | -1.6
CCCn1c(C)cc(/C=C(\C#N)C(=O)OCC(=O)Nc2cccc(S(N)(=O)=O)c2)c1C | 0.3
COc1ccc(N2CCN(S(=O)(=O)CCNC(=O)C(C)Oc3ccccc3)CC2)cc1 (stereo not drawn) | 1.8
Cc1ccc(C(C)C)c(O)c1 | 3.5
CNc1nc(N/N=C/c2cc([N+](=O)[O-])ccc2F)nc(Nc2ccccc2)n1 | -3.0
Cc1cc(C(=O)NCc2ccco2)c2cc(F)ccc2n1 | -1.8
O=C(NCCOC(=O)Nc1cccc2ccccc12)OCc1ccccc1 | 1.5
CC(C)NC(=O)CS(=O)(=O)c1ccccc1 | 0.5

Next section (4 carried over from the part before).
SMILES | TTR transcr act
CNc1nc(N/N=C/c2cc([N+](=O)[O-])ccc2F)nc(Nc2ccccc2)n1 | -3.0
Cc1cc(C(=O)NCc2ccco2)c2cc(F)ccc2n1 | -1.8
O=C(NCCOC(=O)Nc1cccc2ccccc12)OCc1ccccc1 | 1.5
CC(C)NC(=O)CS(=O)(=O)c1ccccc1 | 0.5
Fc1c(CSC(=S)N2CCOCC2)cccc1CSC(=S)N1CCOCC1 | -0.6
O=C(CSc1nnc(NC(=O)c2c(F)cccc2F)s1)NC1CCCCC1 | -0.8
O=C(Nc1ccccc1C(=O)Nc1ccccn1)c1ccc([N+](=O)[O-])cc1 | -0.7
O=C(N/N=C/c1cn(-c2ccccc2)nc1-c1ccc(F)cc1)c1ccc(Br)o1 | -3.1
Cc1cccc(CN2CCC(CNC(=O)Nc3ccc(F)c(Cl)c3)CC2)c1 | -2.2
CCOC(=O)C1CCCN(C(=O)c2cc(Nc3ccc(OC)cc3)nc3ccccc23)C1 (stereo not drawn) | -2.9
COc1ccc(-c2cn(CCC(=O)O)c(-c3ccncc3)n2)cc1 | -2.6
CSc1nnc(C)c(/C=C/Nc2ccc(Cl)cc2)n1 | 0.2
C=CCNCc1ccc(C(=O)NCCCCCCC)cc1[N+](=O)[O-] | 0.3
O=C(CNS(=O)(=O)c1ccc(F)cc1)N1CCCCCC1 | -2.4
CSc1nc(N)n(-c2cc(C(F)(F)F)ccn2)n1 | 5.4
CCCCCCCCCCCCCCCC(=O)OCC1OC(n2ccc(N)nc2=O)C(O)C1O (stereo not drawn) | -1.1
Cc1c(C(=O)N2CCCCC2)c(S(=O)(=O)NCCc2ccc(Cl)cc2)c(C)n1C | 0.8
O=C(C1CC(=O)N(C2CCCCC2)C1)N1CCc2ccccc21 (stereo not drawn) | -1.5
COc1ccc(C(=O)O)cc1Nc1cc(C)nc2ncnn12 | -1.4
COc1nsnc1N1CCOCC1 | 0.4
COc1ccccc1-c1nnc(-c2ccc(F)cc2)o1 | 0.6
CCOC(=O)Cc1cc(=O)n2[nH]c(C(C)(C)C)cc2n1 | 1.0
CSc1ccc(/C=C(/NC(=O)c2ccco2)C(=O)N2CCCCC2)cc1 | 1.6
Cc1ccc(NC(=O)CN(C)CC(=O)Nc2c(C)cccc2C)c(Br)c1 | 3.5
CCN(CC)c1ccc(S(=O)(=O)N2CCOCC2)cc1NC(=O)COC(=O)C1=COCCO1 | 1.1
CCn1c(=O)c(=O)[nH]c2cc(C(=O)NC3CCCC3)ccc21 | 3.3
Clc1ccc(-c2nc(-c3cnccn3)no2)cc1 | 0.8
CC1CCCN(C(=O)CCc2ccccc2)C1 (stereo not drawn) | 1.2
CC(=O)CSc1nc(-c2ccccc2)c(-c2ccccc2)o1 | 0.5

Not all compounds are listed; rates above refer to the full screens.
